TRb-SRC2 inh – disrupts binding of human TR beta to SRC2. P10828. TRbeta-SRC2 peptide binding, fluorescence polarization; receptor liganded with 1 µM T3. Potency, µM (series often up to 106 µM), inactives show top-dose activity change, negative = inhibition, actives largely listed as inhibitors. 280,000 tested, 0.065% active. AID 1469;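 also: plate controls were bound peptide for no effect and peptide without receptor for full effect; nearly all actives have a fitted effect of over 50% in size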
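Human TRb ligand-binding domain (0.6 uM) is mixed with 20 nM Texas Red SRC2 peptide and 1 uM T3; after compound addition and 5 hr at ambient temperature, polarization is measured and normalized to unbound and bound controls.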
Tau fibril FP – blocks human tau fibril formation measured by polarization. P10636. K18 P301L tau heparin fibrillization, Alexa594 FP, 6 h. Potency, µM (doses to about 57.7 µM), inactives show at the highest dose activity, negative = inhibition, actives largely listed as inhibitors. 280,000 tested, 0.39% active. AID 1468; also: nearly all actives have a fitted effect of over 55% in size
Target sequence (P10636 561-689 P618L limits assumed): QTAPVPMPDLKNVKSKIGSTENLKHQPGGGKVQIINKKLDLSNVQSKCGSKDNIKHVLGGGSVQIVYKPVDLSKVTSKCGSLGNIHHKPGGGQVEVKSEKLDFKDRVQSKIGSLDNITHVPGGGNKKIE
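FP of Alexa 594-tau after heparin (20 uM) induction. Substrate: human K18 P301L, 15 uM unlabeled, 0.24 uM labeled. Buffer 100 mM sodium acetate pH 7. 6 hr, 37 C.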
GoLoco inh red – blocks human Gai1 binding to RGS12 GoLoco peptide, red readout; P63096; Potency, µM (doses to about 61.6 µM), for the others: at the top dose activity, negative = inhibition, most hits filed as inhibitors; Gai1:RGS12 GoLoco peptide FP, rhodamine, 10 min; 230,000 tested, 0.44% active; active = well fitted inhibition curve with a large enough effect, not every such curve was filed as active; inactive = no such curve, though single readings can be large or run the other way; also: nearly all actives have a fitted effect of over 30% in size; many of its hits are not listed in these tables
Target sequence (P63096 whole entry, looked up): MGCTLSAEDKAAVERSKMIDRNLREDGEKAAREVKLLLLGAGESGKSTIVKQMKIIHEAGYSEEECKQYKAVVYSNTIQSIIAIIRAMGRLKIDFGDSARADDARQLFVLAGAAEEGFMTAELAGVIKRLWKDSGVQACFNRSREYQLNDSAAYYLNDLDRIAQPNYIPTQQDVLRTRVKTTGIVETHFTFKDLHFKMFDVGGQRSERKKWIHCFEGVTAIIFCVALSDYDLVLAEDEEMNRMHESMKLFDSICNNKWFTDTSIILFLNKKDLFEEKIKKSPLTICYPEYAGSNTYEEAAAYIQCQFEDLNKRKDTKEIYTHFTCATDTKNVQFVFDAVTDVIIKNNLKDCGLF
RECQ1 helicase – inhibitors of human RECQ1 DNA helicase; P46063; RECQ1 DNA unwinding, red fluorescence kinetic read; Potency, µM (top dose mostly 57.3 µM), inactives show at the top dose activity, negative = inhibition, most hits filed as inhibitors; 240,000 tested, 0.54% active; AID 2549;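 also: plate controls were vehicle for no effect and no enzyme for full effect; nearly all actives have a fitted effect of over 30% in size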
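RECQ1T1 50 nM; forked duplex (20 bp + 30-nt ss tails) 200 nM, ATP 2 mM final; pH 8.0, 2 mM MgCl2, 2.5 ug/ml poly(dI-dC); 15 min compound preincubation; discontinuous kinetic read over 2 h at RT.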
Tau fibril ThT – blocks human tau fibril formation measured by thioflavin T; recombinant tau K18 P301L, heparin-induced fibrillization, ThT fluorescence; AID 1460; 270,000 tested, 2.1% active; Potency, µM (doses to about 57.4 µM), for inactives: at the top dose activity, negative = inhibition, usual class: inhibitors; also: nearly all actives have a fitted effect of over 55% in size
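ThT emission at 510 nm, taken 1 hr after adding 30 uM dye, quantifies aggregates formed when 20 uM heparin acts on human tau K18 P301L for 6 hr at 37 C.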
JMJD2E inh – inhibitors of human JMJD2E histone demethylase | B2RXH2 | JMJD2E catalytic domain, FDH-coupled NADH fluorescence (FDH is formaldehyde dehydrogenase) | Potency, µM (highest dose often 57.1 µM), for the others: top-dose activity change, negative = inhibition, hits mostly inhibitors | 230,000 tested, 1.6% active; active = well fitted inhibition curve with a large enough effect, not every such curve was filed as active; inconclusive = small, poorly fitted or top-dose-only effect, or another doubt; inactive = no such curve, though single readings can be large or run the other way;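 also: 0% = wells with enzyme and -100% = buffer wells without enzyme; nearly all actives have a fitted effect of over 50% in size; many of its hits are not listed in these tables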
Target sequence (B2RXH2 1-337 limits assumed): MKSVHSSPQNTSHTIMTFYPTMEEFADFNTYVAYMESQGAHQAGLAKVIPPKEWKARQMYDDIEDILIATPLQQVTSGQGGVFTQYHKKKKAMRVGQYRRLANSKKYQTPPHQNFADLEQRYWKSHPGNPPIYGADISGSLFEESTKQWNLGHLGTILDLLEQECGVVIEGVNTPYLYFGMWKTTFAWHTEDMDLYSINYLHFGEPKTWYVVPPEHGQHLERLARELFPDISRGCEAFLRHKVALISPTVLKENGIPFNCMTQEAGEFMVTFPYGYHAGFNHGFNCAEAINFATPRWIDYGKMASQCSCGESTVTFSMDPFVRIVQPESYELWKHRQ
TexasRed fluor – Texas Red fluorescence interference in TRb-SRC2 counter-screen; TRb/SRC2 Texas Red total fluorescence interference; Potency, µM (highest dose often 106 µM), for the others: at the top dose fluorescence change, negative = quenching; 280,000 tested, 0.29% active; AID 1479; active = well fitted curve in either direction with a large enough effect; inconclusive = small, poorly fitted or top-dose-only effect
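Human TRb ligand-binding domain at 0.6 uM with 20 nM Texas Red SRC2 peptide in Tris buffer containing 1 uM T3 and 5% DMSO, incubated with compound 5 h at ambient temperature. Total fluorescence (555/632 nm) calculated as parallel + 2 × perpendicular.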
L3MBTL1 inh – inhibitors of human L3MBTL1 | Q9Y468 | AlphaScreen L3MBTL1–H3K9me1 peptide binding | Potency, µM (series often up to 57.1 µM), for the others: top-dose activity, negative = inhibition, hits mostly inhibitors | 230,000 tested, 0.66% active | AID 485360; also: nearly all actives have a fitted effect of over 60% in size
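AlphaScreen proximity signal between nickel-chelate acceptor and streptavidin donor beads (final 10 ug/mL) reports binding of 50 nM L3MBTL1 to 75 nM biotin-H3 K9me1 peptide; complex incubated with compounds 30 min at room temperature; cefsulodin titration as control.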
* marks the source's active call; other numbers are inactive results; i = inactive; ? = inconclusive; / = no result given; & = joins results of further samples; [ ] = remark or other dose. Unless noted, calls follow the shape of the dose curve; as a rule, active = well fitted curve in the direction sought with a large enough effect; inconclusive = small, poorly fitted or top-dose-only effect, or another doubt; inactive = no such curve, though single readings can be large; an effect the other way counts as inactive or inconclusive. Unless noted, % is scaled to controls: 0 for no effect and ±100 for the full control effect; potency is read from the fitted curve at half-maximal effect. Not all compounds are listed (hit frequency here may not be typical).

Compound	Tau fibril FP	RECQ1 helicase	GoLoco inh red	TRb-SRC2 inh	JMJD2E inh	Tau fibril ThT	TexasRed fluor	L3MBTL1 inh
CN1CCN(c2ccccc2NC(=O)c2ccc(-c3cccc([N+](=O)[O-])c3)o2)CC1	1%	-1%	-7%	-5%	1%	-16%	-1%	-8%
CCN(CC)S(=O)(=O)c1ccc(/C=C/C(=O)OCC(=O)N(C(C)C)C(C)C)cc1	0%	4%	13%	-2%	5%	1%	-3%	1%
Cc1ccc(-c2noc(-c3ccc(NCc4ccco4)c([N+](=O)[O-])c3)n2)cc1	1%	/	/	-9%	/	-7%	0%	/
Cn1c(=O)c2c(O)c([N+](=O)[O-])c(=O)n(C)c2n(C)c1=O	0%	i	7%	-3%	?	/	-6%	/
COc1ccc(Cn2c(C(=O)O)c(CNCCc3cc(OC)ccc3OC)c3ccc(C)cc32)cc1	14%	/	/	-7%	/	-7%	-1%	/
COc1ccc(-c2nc(C(=O)Nc3cccc(C(C)=O)c3)nn2-c2ccc(Cl)cc2)cc1	-9%	/	/	5%	/	9%	1%	/
O=C(NCC1CCCO1)c1cccnc1Nc1ccccc1F (stereo unspecified)	-3%	-7%	4%	-3%	3%	-2%	-1%	8%
CC(C)NC(=O)NC(=O)COC(=O)c1ccc(F)cc1F	0%	-2%	0%	-2%	3%	-5%	0%	6%
CCN(CC)S(=O)(=O)c1cccc(-c2n[nH]c(=S)n2/N=C/c2ccc(OC)cc2)c1	3%	-4%	8%	0%[53 µM]	?	-11%	0%[53 µM]	-14%
Cc1ccc(/C=C(\NC(=O)c2ccccc2)C(=O)N2CCCC2C(=O)O)cc1 (stereo unspecified)	9%	11%	4%	-4%	?	-2%	2%	3%
S=c1[nH]cnc2scc(-c3ccc(Br)cc3)c12	-4%	-6%	9%	-1%	6%	-6%	2%	/
CC(Sc1cccc[n+]1[O-])C(=O)Nc1ccc(Oc2ccccc2)cc1 (stereo unspecified)	1%	i	4%	0%	6%	-6%	-5%	1%[11.4 µM]
CC1CCN(C(=O)C2Cc3ccccc3CN2S(=O)(=O)c2ccc(F)cc2)CC1 (stereo unspecified)	-2%	i	-1%	2%	0%	-8%	1%	5%
O=C(c1ccco1)N1CCN(CCCCOc2cccc3ccccc23)CC1	10%	-18%	-1%	-12%	?	-8%	-1%	-1%
Cc1ccc(-n2nc(C(=O)O)c(O)cc2=O)cc1	4%	i	24%	0%	-29%	9%	-1%	-8%
CCCCNCCCCOc1ccccc1	-4%	-16%	8%	3%	6%	-2%	2%	/
CCCc1nc(NC(=O)c2ccccc2)nc(NC(=O)c2ccccc2)n1	-11%	1%	1%	-5%	14%	-9%	1%	?
CCCCNS(=O)(=O)c1ccc2nc(-c3cccnc3)cc(C(=O)NC(C)C)c2c1	-7%&-7%	-6%	0%	4%&-5%	-1%	-2%&-4%	0%&-2%	0%
COc1c(F)c(F)c(C(=O)O)c(Nc2ccc(C)cc2C)c1F	2%	-5%	2%	2%	0%	-5%	-2%	/
COC(=O)C(C)Sc1nc(NCc2ccccc2)nc(N(C)C)n1 (stereo unspecified)	-10%	-7%	-2%	-6%	-5%	-4%	-1%	-12%
COc1ccc(-c2ccc(=O)n(CC(=O)Nc3ccc(C)cc3C)n2)cc1	-5%	/	/	-2%	/	-3%	-2%	/
Cc1ccc(-c2nnn(CC(=O)N(CC3CCCO3)C(C(=O)NC3CCCC3)c3ccc(O)cc3)n2)o1 (stereo unspecified)	-5%	-5%	2%	4%	8%	-11%	-2%	1%
Cc1ccccc1OCCn1c(CCNC(=O)C(C)C)nc2ccccc21	-9%	0%	/	-2%	5%	2%	2%	-5%
O=C(NNC(=S)Nc1ccccc1)c1cccc(Br)c1	-2%	2%	10%	-5%	4%	?	1%	/
COc1cc(Cl)c(C)cc1NC(=O)c1ccc(S(C)(=O)=O)cc1	0%	2%	9%	-4%	12%	-1%	-1%	16%

Reformatted: entries from further up.
Second line of a record: Tau fibril FP | RECQ1 helicase | GoLoco inh red | TRb-SRC2 inh | JMJD2E inh | Tau fibril ThT | TexasRed fluor | L3MBTL1 inh
COc1ccc(-c2nc(C(=O)Nc3cccc(C(C)=O)c3)nn2-c2ccc(Cl)cc2)cc1
    -9% | / | / | 5% | / | 9% | 1% | /
CCN(CC)S(=O)(=O)c1ccc(/C=C/C(=O)OCC(=O)N(C(C)C)C(C)C)cc1
    0% | 4% | 13% | -2% | 5% | 1% | -3% | 1%
O=C(NCC1CCCO1)c1cccnc1Nc1ccccc1F (stereo unspecified)
    -3% | -7% | 4% | -3% | 3% | -2% | -1% | 8%

Other results:
Compound	Tau fibril FP	RECQ1 helicase	GoLoco inh red	TRb-SRC2 inh	JMJD2E inh	Tau fibril ThT	TexasRed fluor	L3MBTL1 inh
COc1ccc(NC(=O)CN(C)S(=O)(=O)c2ccccc2)c([N+](=O)[O-])c1	-1%	i	7%	-6%	3%	?	1%	-5%
COc1nn(CC(=O)N2N=C(C)CC2(O)C(F)F)cc1[N+](=O)[O-] (stereo unspecified)	-1%	-7%	5%	1%	6%	0%	1%	-6%
O=C(Nc1ccncc1)c1sc2ccccc2c1Cl	0%	-2%	-1%	-6%	3%	?	-5%	/
COc1ccc(Nc2nc(NC(C)(C)C)nc(N3CCOCC3)n2)c(OC)c1	6%	-2%	6%	0%	3%	-13%	-1%	-1%
Cc1ccc(C)c(CSc2nc(-c3ccco3)nc3c2c(=O)n(C)c(=O)n3C)c1	5%	-7%	-10%	2%	3%	1%	-1%	?
C(=C\c1ccccc1)/C=N/Nc1nc(N2CCOCC2)nc(N2CCOCC2)n1	0%	-6%	-11%	4%	6%	-9%	4%	7%
O=C(Nc1nnc(CCS(=O)(=O)c2ccc3ccccc3c2)s1)c1cccs1	-14%	-19%	-9%	-3%	-4%	2%	-1%	5%
COc1ccc(OC)c(-c2nc3c(C#N)c[nH]n3c2NC2CCCCC2)c1	6%	/	/	0%	/	-13%	-5%	/
Cn1c(N/N=C\c2cccc(O)c2)cc(=O)n(C)c1=O	-10%	-11%	12%	10%	0%	-14%	-18%	1%
Cc1ccc(C2=Nc3ccccc3NC(C)(c3ccc(C)o3)C2)o1 (stereo unspecified)	1%	-2%	14%	-1%	?	?	4%	-3%
Cc1cc(C)cc(NC(=S)NC2CC3CCC(C2)N3Cc2ccco2)c1 (stereo unspecified)	-4%	-8%	2%	-13%	-13%	1%	-5%	-1%
Cc1ccc(C(C)C)c(OCC(=O)NCC2(N3CCOCC3)CCCCC2)c1	0%	/	/	-5%	/	?	-15%	/
COC(=O)c1c(NC(=O)COC(=O)CNC(=O)C2CCCCC2)sc(C)c1C	-7%	-1%	6%	-2%	?	-2%	-1%	7%
Cc1ccc(N2CC(=O)N(NC(=O)c3sc4nc(C)cc(C)c4c3N)CC2=O)cc1	7%	i	2%	5%	?	/	-4%	/
CCOc1ccc(CNC(=O)c2cc3c(=O)n(C)c4ccccc4c3s2)cc1	-5%	/	/	3%	/	3%	0%	/
O=C(c1coc(=O)c(Br)c1)N1CCCc2ccccc21	-9%	35µM*	86%[activator]	10%	?	?	?	?
CC1(C(=O)O)CCC(C(=O)N2CCOCC2)C1(C)C (stereo unspecified)	-2%	-4%	-15%	7%	2%	4%	-3%	?
CC(C)N1C(=O)N(c2ccccc2)C(C)(O)CC1(C)C (stereo unspecified)	-1%	-3%	0%	5%	-3%	-2%	-23%	8%
Cc1ccc(C)c2c1cc(C)c1nnc(SCC(=O)Nc3nc4c(s3)CCCC4)n12	10%	-3%	-4%	-6%	-6%	-6%	-3%	-5%
Cc1nc(NC(=O)CSc2nnc(N)s2)c(Cl)cc1Cl	10%	-12%	19%	0%	3%	-12%	-1%	1%
Cc1cc(=O)n2nc(N3CCC(C(=O)Nc4ccc(Br)c(C)c4)CC3)sc2n1	-4%	/	/	0%	/	?	-1%	/
CC(C)N(Cc1nc(-c2ccccc2)no1)C(=O)c1ccc2c(c1)OCO2	0%	-3%	12%	-4%	-4%	-4%	2%	-4%
CS(=O)(=O)N(CC(=O)Nc1ccc(F)cc1F)c1cccc([N+](=O)[O-])c1	2%	i	7%	-5%	13%	-15%	-2%	0%
O=C1C=C(N2CCCCCC2)C2(CCCCC2)O1	2%	22%	6%	-5%	9%	-8%	-2%	-2%
Cc1n[nH]c(=S)n1/N=C/c1ccccc1OCc1ccc(Cl)cc1	-8%	-2%	1%	-10%	-6%	-6%	0%	4%

The list continues.
Compound	Tau fibril FP	RECQ1 helicase	GoLoco inh red	TRb-SRC2 inh	JMJD2E inh	Tau fibril ThT	TexasRed fluor	L3MBTL1 inh
Cc1cccc(NC(=O)c2onc3c2CCCC3)c1C	-1%	-12%	-12%	-6%	-1%	-8%	0%	18%
Cc1ccc(CCNC(=O)CCCn2c(=O)c3cccn3c3ccc(F)cc32)cc1	-14%	/	/	6%	/	3%	-23%	/
OCCN1CCN(c2nc(-c3ccccc3)c3cc(Cl)ccc3n2)CC1	7%	-3%	9%	-3%	?	?	0%	0%
CCSc1oc(-c2ccco2)nc1S(=O)(=O)c1ccc(F)cc1	-9%	-12%	36%[activator]	1%	?	?	-6%	-8%
CCOc1ncccc1C(=O)N1CCN(S(=O)(=O)c2ccc(Br)cc2Cl)CC1	6%	-4%	10%	-4%	0%	4%	6%	10%
CN(CCC#N)C(=O)COC(=O)c1ccc2c(=O)n3c(nc2c1)CCC3	2%	-7%	-2%	9%	?	3%	4%	?
Cc1cc(NC(=O)c2cccc(S(=O)(=O)N3CCOCC3)c2)no1	1%	-6%	-11%	-4%	5%	-2%	-7%	/
CCN(c1ccccc1)S(=O)(=O)c1cnc[nH]1	1%	i	5%	-5%	1%	-3%	-1%	/
CNC(=O)CN(c1ccc(F)cc1)S(=O)(=O)c1cc(C)ccc1OC	-3%	6%	0%	-6%	3%	-4%	-2%	/
CCN(CC(=O)Nc1cccc(OC)c1)c1ncnc2sc(C)c(C)c12	4%	-3%	-1%	-5%	9%	-7%	0%	-13%

Screening results (PubChem BioAssay)
